mABHD4 FP: ABHD4 inhibitors, primary screen, biochemical, fluorescence polarization, mouse. (Lyso)-N-acylphosphatidylethanolamine lipase (Mus musculus), Q8VD66. purified mABHD4, FP-Rh probe fluorescence polarization. inhibition, % at 8.92 µM. hit rate 0.54% among 370,000;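 active = inhibition exceeding the mean over every tested compound plus 3 SD, cut at about 30% in these data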;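 note: 0% = plate median of compound wells and 100% = S159A mutant with DMSO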
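assay system = mABHD4 protein | compound dosing = single nominal dose of 8.92 µM, 0.89% DMSO final | read-out basis = percent inhibition of probe binding, normalized to plate controls | schedule = Enzyme–compound pre-incubation 45 min, then probe 60 min, both 25 °C | detection = fluorescence polarization, excitation 525 nm, emission 598 nm, BODIPY TMR filters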
Rev-erbA mod: modulators of Rev-erb alpha DNA binding, primary screen, biochemical, FITC-DNA, fluorescence polarization, uHTS | hit rate 0.79% among 370,000 | activity, % at 10 µM | Rev-erbα–FITC-DNA binding, 90 min | Nuclear receptor subfamily 1 group D member 1 (Homo sapiens), P20393;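 active = activity above about 14%, limit read from the data; passing the limit was not always enough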;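 note: 0% = DMSO wells with 35 nM protein and 100% = DMSO wells with 750 nM protein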
Target sequence (P20393 whole entry, looked up): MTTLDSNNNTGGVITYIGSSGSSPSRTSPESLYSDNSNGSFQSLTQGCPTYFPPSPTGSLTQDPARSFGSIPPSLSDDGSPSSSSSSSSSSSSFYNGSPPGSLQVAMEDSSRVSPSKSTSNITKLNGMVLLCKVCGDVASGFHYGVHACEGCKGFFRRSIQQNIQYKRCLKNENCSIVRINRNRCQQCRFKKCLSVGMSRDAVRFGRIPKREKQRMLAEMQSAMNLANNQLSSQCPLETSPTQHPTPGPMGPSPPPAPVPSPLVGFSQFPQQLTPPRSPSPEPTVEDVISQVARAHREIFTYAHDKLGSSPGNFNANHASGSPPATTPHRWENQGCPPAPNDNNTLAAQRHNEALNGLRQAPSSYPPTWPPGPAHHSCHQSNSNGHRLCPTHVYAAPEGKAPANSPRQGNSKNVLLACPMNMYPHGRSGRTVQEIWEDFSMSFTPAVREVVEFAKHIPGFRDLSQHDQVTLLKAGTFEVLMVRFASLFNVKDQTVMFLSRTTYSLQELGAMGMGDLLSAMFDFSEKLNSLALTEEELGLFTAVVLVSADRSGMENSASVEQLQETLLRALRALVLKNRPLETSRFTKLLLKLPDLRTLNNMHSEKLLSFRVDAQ
LEDGF integ inh: blockers of LEDGF/p75-dependent integrase strand transfer – biochemical, TR-FRET, high throughput, primary screen. TR-FRET IN-LEDGF/p75 DNA integration, Eu/Cy5. AID 743269, 2014. hit rate 0.64% among 370,000. inhibition, % at 3.7 µM. HIV-1 integrase (with human LEDGF/p75);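 active = inhibition above the screen-wide mean plus 3 SD, cut at about 13% in these data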;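 note: signal is the Cy5 over europium emission ratio at 671 and 618 nm; 0% = plate median of compound wells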
TCR-CD3 inh: inhibitors of human TCR-CD3 interaction, primary screen, biochemical, fluorescence, TAMRA-labeled TCR probe; T-cell receptor (TCR); inhibition, % at 9.4 µM; hit rate 0.37% among 360,000; AID 651800, 2012; in the data active = inhibition above about 19%;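 note: recombinant mutant TCR 2C K166C tagged with TAMRA read by polarization; 0% = receptor in buffer alone and 100% = receptor with positive control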
PRMT1 FP inh: PRMT1 methyltransferase inhibitors, primary screen, biochemical, fluorescence polarization. hit rate 1.3% among 370,000. Protein arginine N-methyltransferase 1 (Homo sapiens), Q99873. inhibition, % at 2.79 µM. recombinant PRMT1, activity-based probe fluorescence polarization. AID 652257, 2013;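 active = inhibition above about 21% made by adding two undisclosed values, limit read from the data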
Target sequence (Q99873 whole entry, looked up): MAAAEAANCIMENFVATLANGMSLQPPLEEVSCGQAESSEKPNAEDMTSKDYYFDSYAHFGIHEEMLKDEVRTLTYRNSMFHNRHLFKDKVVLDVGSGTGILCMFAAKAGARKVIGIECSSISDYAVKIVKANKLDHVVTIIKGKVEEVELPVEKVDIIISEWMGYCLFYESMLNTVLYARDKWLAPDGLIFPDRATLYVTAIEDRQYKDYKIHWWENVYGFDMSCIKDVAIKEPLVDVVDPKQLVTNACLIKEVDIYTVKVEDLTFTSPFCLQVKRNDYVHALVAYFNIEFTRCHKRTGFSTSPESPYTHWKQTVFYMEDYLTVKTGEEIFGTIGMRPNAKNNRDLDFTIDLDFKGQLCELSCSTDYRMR
HTRA1 inhibitor: HTRA1 serine protease inhibitors, primary screen, biochemical, fluorescence polarization, HTS; recombinant HTRA1, FP-rhodamine activity-based probe; inhibition, % at 5.96 µM; hit rate 0.5% among 340,000; in the data active = inhibition above about 36%;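 note: 0% = enzyme with DMSO and 100% = wells lacking enzyme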
UHRF1 MBD2 ctr: UHRF1 methylated DNA binding inhibitors, primary screen, counter-screen for MBD2 inhibitor project, biochemical, TR-FRET, human UHRF1, single concentration; UHRF1 binding to methylated oligo; inhibition, % at 4.4 µM; hit rate 0.75% among 370,000; AID 687016, 2013; in the data active = inhibition above about 21%;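 note: UHRF1 SRA domain binding a hemimethylated CpG hairpin DNA probe; 0% = median of test compound wells and 100% = reference inhibitor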
rCAG RNA binder: binders of r(CAG) RNA repeats, primary screen, biochemical, fluorescence | inhibition, % at 3 µM | hit rate 1.3% among 370,000 | r(CAG) RNA repeat, TO-PRO-1 dye displacement fluorescence;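 active = inhibition above the plate cutoff, the mean of all test compounds on that plate plus 3 SD, cut at about 35% in these data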;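 note: 0% = DMSO alone and 100% = 100 µM mitoxantrone as full dye displacement; higher means more dye released from RNA so lower well fluorescence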
PG9 Ab binder: binders of HIV-1 gp120 antibody PG9, primary screen, biochemical, TR-FRET. hit rate 0.43% among 360,000. HIV-1 gp120 / PG9 antibody interaction. TR-FRET gp120-PG9 antibody binding. inhibition, % at 6.7 µM; in the data active = inhibition above about 8.5%
MBD2 inh: inhibitors of MBD2 binding to methylated DNA, primary screen, biochemical, TR-FRET, DNA-binding domain, human; Methyl-CpG-binding domain protein 2 (Homo sapiens), Q9UBB5; MBD2 binding to methylated oligonucleotide; inhibition, % at 4.4 µM; hit rate 0.31% among 370,000; AID 686964, 2013; in the data active = inhibition above about 13%
An asterisk follows results filed as active; x = not tested or not shown. Only part of the results is shown, so the mix of outcomes need not match the whole.

entry | structure | mABHD4 FP | Rev-erbA mod | LEDGF integ inh | TCR-CD3 inh | PRMT1 FP inh | HTRA1 inhibitor | UHRF1 MBD2 ctr | rCAG RNA binder | PG9 Ab binder | MBD2 inh
1 | Cc1ccc(NC(=S)N2CCN(c3ncccn3)CC2)cc1C | 2 | 10 | 0 | 3 | -1 | -1 | -1 | 2 | -1.8 | -2
2 | COc1ccc(NC(=O)CSc2nc(-c3ccco3)nc3cc(=O)[nH]n23)cc1Cl | 8 | -3 | 4 | 0 | 1 | -6 | -2 | 54* | -2.0 | -1
3 | Cc1ccc(NC(=O)Cn2nc(C(=O)O)c3ccccc3c2=O)cc1S(=O)(=O)N1CCCCC1 | 2 | 3 | 5 | 1 | -2 | -4 | -2 | 6 | 3.7 | -6
4 | Cn1c(=O)c2cc(S(=O)(=O)Nc3ccc4c(c3)OCO4)ccc2n(C)c1=O | 0 | 1 | -2 | 2 | -2 | 2 | 0 | 1 | -0.6 | -2
5 | Cc1cc(C)nc(SCc2cc(=O)c(OC(=O)c3cccc([N+](=O)[O-])c3)co2)n1 | 8 | -8 | -1 | -3 | 4 | 0 | 8 | -3 | -2.8 | 2
6 | CCN(CC(=O)NC1CCS(=O)(=O)C1)S(=O)(=O)c1c(C)c(C)cc(C)c1C (stereo not drawn) | -7 | -3 | -1 | 2 | 2 | 2 | 1 | -6 | 1.4 | 0
7 | COc1ccc2c(Cl)c(C(=O)NN3CCN(C)CC3)sc2c1 | 1 | -5 | -4 | 0 | 4 | -6 | -4 | -1 | 0.1 | -1
8 | CCN(CC)CCN1C(=O)c2ccccc2NC1c1ccccc1F (stereo not drawn) | -1 | 0 | 1 | -6 | 1 | 1 | 1 | -1 | 0.2 | -3
9 | COc1cccc(C(O)c2nc(-c3cccc(C(C)C)c3)cs2)c1 (stereo not drawn) | -27 | -6 | 2 | 2 | 0 | x | -1 | 2 | -1.6 | -1
10 | CC1=C(C)C(=O)N(CCC(=O)O)C1=O | 1 | 1 | 0 | 0 | 1 | 3 | 0 | 2 | -2.7 | 1
11 | CCN(C(=O)COC(=O)c1cccnc1SC)C1CCS(=O)(=O)C1 (stereo not drawn) | 0 | 11 | 1 | -2 | 2 | 0 | 2 | 0 | -0.5 | 4
12 | O=C(O)C1(O)C[C@H](O)C(O)[C@@H](O)C1 (stereo partly drawn) | 1 | -2 | -3 | -7 | 8 | 2 | 1 | 0 | -0.5 | 2

Reformatted with one line to a screen: entries from further up
(11) CCN(C(=O)COC(=O)c1cccnc1SC)C1CCS(=O)(=O)C1 (stereo not drawn)
(12) O=C(O)C1(O)C[C@H](O)C(O)[C@@H](O)C1 (stereo partly drawn)

entry no.	11	12
mABHD4 FP	0	1
Rev-erbA mod	11	-2
LEDGF integ inh	1	-3
TCR-CD3 inh	-2	-7
PRMT1 FP inh	2	8
HTRA1 inhibitor	0	2
UHRF1 MBD2 ctr	2	1
rCAG RNA binder	0	0
PG9 Ab binder	-0.5	-0.5
MBD2 inh	4	2

More structures.
entry | structure | mABHD4 FP | Rev-erbA mod | LEDGF integ inh | TCR-CD3 inh | PRMT1 FP inh | HTRA1 inhibitor | UHRF1 MBD2 ctr | rCAG RNA binder | PG9 Ab binder | MBD2 inh
13 | O=C(Nc1ccccc1)Nc1ccccc1NS(=O)(=O)c1cccs1 | 0 | 1 | -2 | 2 | -1 | -1 | 0 | 18 | -0.9 | 4
14 | c1ccc(Cn2nnc3c(NCC4CC4)ncnc32)cc1 | -3 | 0 | -1 | 1 | -2 | -5 | -3 | 3 | -0.7 | -2
15 | Cc1cc2c(cc1C)C(c1cc(Br)ccc1F)CC(=O)N2 (stereo not drawn) | -8 | 7 | 0 | -3 | 2 | -2 | 2 | 0 | -2.0 | 4
16 | Cc1ccc(S(=O)(=O)Nc2nc(C)c(NC(=O)Nc3ccc(Cl)cc3Cl)s2)cc1 | 17 | -2 | 0 | 2 | 1 | 13 | 0 | 62* | -2.1 | 3
17 | COc1cc2cc(CCCOC(=O)c3ccc(Br)cc3)oc(=O)c2cc1OC | -18 | -2 | 2 | -2 | 21 | -12 | 1 | 10 | 0.8 | 5
18 | CC1C/C(=C/c2cccn2C)C(=O)/C(=C/c2cccn2C)C1 (stereo not drawn) | 14 | 3 | 10 | 6 | 10 | -24 | -1 | -28 | -1.8 | -7
19 | O=C1CCC(C(=O)OCC(=O)Nc2ccc(Cl)cc2C(F)(F)F)=NN1 | -3 | 1 | -3 | -2 | 4 | 3 | 0 | 0 | 2.5 | 3
20 | COc1cccc(N2CC(NC(=O)C(=O)c3c[nH]c4ccccc34)CC2=O)c1 (stereo not drawn) | 2 | 11 | 1 | 0 | -1 | -7 | 2 | -4 | -1.5 | -5
21 | COc1ccccc1/C=C/C(=O)NCC(=O)N/N=C/c1cc(Br)ccc1OC | -5 | -1 | -3 | 7 | 2 | -10 | 0 | 9 | -4.0 | 3
22 | COc1cccc(C2c3[nH]c4ccccc4c3C[C@H]3C(=O)N(C)CC(=O)N23)c1 (stereo partly drawn) | -7 | 0 | 4 | -3 | 1 | 0 | 3 | 4 | -0.7 | 1
23 | Nc1nc(SCC(=O)c2ccc(F)cc2)n[nH]1 | 2 | 1 | -5 | -9 | 5 | 4 | -2 | 1 | -0.1 | -3
24 | Clc1nc(-c2ccccn2)nc2scc(-c3ccccc3)c12 | 4 | 21 | 3 | -2 | 1 | -2 | -2 | -2 | -0.6 | 3
25 | COc1ccc(OC)c(C2C(C(C)=O)=C(O)C(=O)N2CCN2CCOCC2)c1 (stereo not drawn) | -1 | -1 | 5 | -8 | 1 | 0 | -1 | 3 | 0.7 | -3
26 | CN(C)S(=O)(=O)N1CCN(CC(O)COc2ccc(-c3ccccc3)cc2)CC1 (stereo not drawn) | -8 | -4 | 4 | 7 | -2 | -5 | -2 | 0 | -1.7 | 0
27 | CC(NC(=O)Cc1ccc(S(=O)(=O)N2CCOCC2)s1)c1ccc(Cl)cc1Cl (stereo not drawn) | 0 | 1 | -3 | 2 | 0 | -7 | -1 | 4 | -2.8 | -1
28 | Cc1ccc2nc(C)cc(Nc3ccc4c(c3)OCCO4)c2c1 | 1 | 1 | -4 | 5 | -3 | -6 | 3 | 9 | -1.0 | -3
29 | O=C1c2ccc3c4c(ccc(c24)C(=O)N1c1ccc(O)cc1)C(=O)N(c1ccc(O)cc1)C3=O | 5 | -28 | 0 | -1 | -2 | 5 | 5 | 0 | -1.2 | -1
30 | CCCCCCC(=O)Nc1nc(C)c(-c2csc(Nc3ccccc3OC)n2)s1 | 21 | 4 | -1 | 2 | 2 | 22 | -3 | 25 | -0.2 | 1
31 | COCCn1c(Sc2ccc(C)cc2)nc2c1c(=O)[nH]c(=O)n2C | 4 | -2 | -2 | 0 | -2 | 4 | -2 | -4 | 1.1 | -7
32 | CCOC(=O)CN1C(=O)C(=O)c2cccc(C)c21 | 2 | -1 | 3 | -5 | 1 | -1 | -7 | -1 | 0.0 | -10
33 | Cc1cc(C)nc(N2CCN(CC(=O)NCc3ccccc3)CC2)n1 | -3 | 0 | 3 | 4 | 3 | -4 | 3 | -5 | -2.6 | 0
34 | CCNC(=S)Nc1c(C)n(C)n(-c2ccccc2)c1=O | -1 | -9 | -5 | -8 | 3 | 11 | 0 | -1 | -1.7 | 2
35 | CN1CCC(N(C)C(=S)Nc2ccc(SC(F)F)cc2)CC1 | -13 | -12 | -2 | 6 | 1 | -3 | 6 | -3 | -2.2 | 6
36 | Cc1ccccc1OCc1nc2ccccc2c(=O)n1/N=C/c1cn[nH]c1-c1ccc(Br)cc1 | -4 | 5 | -1 | -1 | -2 | -9 | -3 | 3 | -1.0 | -3
37 | Cc1ccccc1NC(=O)CSc1nc(Nc2ccccc2)nc(N2CCOCC2)n1 | -2 | -2 | -1 | -4 | 2 | -10 | 5 | -2 | -0.7 | 2
38 | O=C(NNC(=O)c1ccccc1Cl)c1cccs1 | 4 | -5 | 1 | -5 | -4 | 6 | -2 | 0 | 1.0 | -6
39 | COc1cccc(CNC(=S)NC2CCCC2)c1 | 3 | 9 | 1 | 10 | -3 | 1 | -1 | -3 | -0.5 | -2
40 | COc1ccccc1CCC(=O)OCC(=O)Nc1ccc(C(N)=O)cc1 | -2 | -5 | -3 | -7 | 4 | -7 | 1 | -1 | -0.8 | 1
41 | O=c1c(N=Nc2ccc(O)cc2)c(-c2ccccc2)[nH]n1-c1ccc([N+](=O)[O-])cc1 | 7 | 4 | -1 | -5 | 1 | 6 | 4 | 5 | -0.9 | 6
42 | CCCCNC(=O)C1CCCN1C(=O)Nc1cccc(C)c1 (stereo not drawn) | 6 | 5 | -2 | x | -1 | x | 1 | 2 | x | 7
43 | COc1ccccc1Cc1c(-c2cccc(Br)c2)nc2ccc(Cl)cn12 | -7 | 7 | -1 | -8 | 4 | x | 4 | 28 | -1.4 | 3
44 | O=C(NCCO)c1ccc2[nH]c3c(c2c1)CCCC3 | 1 | 0 | 0 | 3 | 1 | 3 | -3 | -1 | -0.8 | 0
45 | Cc1ccc(S(=O)(=O)N2CCN(C(=O)N3CCOCC3)C2C)cc1 (stereo not drawn) | 3 | 1 | -1 | 6 | -1 | 6 | 2 | 4 | 0.2 | -2
46 | Cc1cccc(N2C(=N)SCC2=O)c1C | 9 | 0 | -1 | 2 | 2 | 0 | 3 | 0 | 0.6 | 1
47 | O=C(COC(=O)CCCNC(=O)c1ccc(Cl)cc1)Nc1cc(Cl)ccc1Cl | 2 | 1 | -1 | -5 | 0 | -6 | 5 | -3 | -3.2 | 3
48 | CCOC(=O)C1CCN(C(=O)c2ccc3c(c2)NC(=O)/C(=C\c2cccc(C)c2)S3)CC1 | 5 | -8 | -1 | 3 | -2 | -19 | 3 | 3 | 1.5 | 1
49 | CC(C)c1ccc(NC2CCCN(C(=O)c3cscn3)C2)cc1 (stereo not drawn) | 3 | 3 | 0 | 1 | -7 | 1 | 0 | -3 | -1.5 | -5
50 | COC(=O)c1c(C(=O)OC)c(C)n(Cc2cccnc2)c1C | 2 | -3 | -2 | 0 | -1 | 1 | -1 | 2 | -0.3 | -7
51 | C(=N\N1CCOCC1)/c1cccs1 | 7 | -4 | 2 | 0 | -1 | 9 | -1 | 2 | -0.1 | 1
52 | Cn1c(=O)c2ccccc2n(CC(=O)N2CCCc3ccccc32)c1=O | 3 | -4 | -2 | -2 | 0 | 4 | 0 | -1 | 2.0 | 1
53 | CC(C)(C)c1nnc(NS(=O)(=O)c2cc(Cl)ccc2Cl)s1 | -22 | 2 | 7 | 3 | -1 | 0 | 5 | 28 | -1.8 | -6
54 | O=C1Nc2ccccc2N(O)N1c1ccc(Cl)c(Cl)c1 | 4 | 8 | -3 | 8 | -1 | -6 | -2 | -2 | -0.5 | 2
55 | O=C(COc1ccc([N+](=O)[O-])cc1)Nc1ccc(CN2CCOCC2)cc1 | 4 | 8 | -5 | -2 | 2 | -8 | 3 | -1 | -2.4 | -1
